inhibitors of VEEV: inhibitors of VEEV TC-83 cytopathic effect, confirmation, Vero cells (AID 588727); inhibition, % at 20 µM; hits with a dose series show IC50 in µM; actives 0.13% (n = 350,000); Vero cells, VEEV TC-83 cytopathic effect inhibition; higher % means a stronger effect; in the data active means a potency from the dose series; inconclusive means inhibition mostly from about 14% at the one dose, without a potency; inactive means the rest, 99 in 100 with inhibition below about 12%; further: strong numbers were not always called active
tuberculosis growth: growth inhibition of non-replicating M. tuberculosis (AID 488890). actives 0.39% (n = 320,000). one-dose inhibition, % at 25 µM; IC50 in µM for titrated hits. Mycobacterium tuberculosis non-replicating, growth inhibition; higher % means a stronger effect; in the data active means a potency from the dose series; inconclusive means inhibition mostly from about 82% at the one dose, without a potency; inactive means the rest, 99 in 100 with inhibition below about 76%;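 further: plate controls were DMSO cells for no effect and high antibiotic wells for full effect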
M. tuberculosis HTS: M. tuberculosis growth inhibition, HTS (AID 449762). M. tuberculosis H37Rv growth inhibition, 7H9 media; higher % means a stronger effect. one-dose inhibition, % at 25 µM; IC50 in µM for titrated hits. actives 0.59% (n = 330,000); in the data active means a potency from the dose series; inconclusive means inhibition above about 70% without an active follow-up result;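 further: bacterial growth assessed after seven days of incubation; strong numbers were not always called active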
influenza NS1A: H1N1 influenza NS1A inhibitors, functional cell based assay (AID 504329); NS1A functional cell-based assay, percent inhibition; higher % means a stronger effect; inhibition, % at 12.5 µM, or IC50 in µM where a hit was titrated; actives 0.3% (n = 340,000); in the data active means a potency from the dose series; inconclusive means inhibition above about 27% without an active follow-up result; further: strong numbers were not always called active
PhoP GFP inhibition: Inhibition of PhoP regulon, Salmonella typhi GFP reporter cells, confirmation, 4 h (AID 1850). Salmonella Typhi PhoP-promoter GFP reporter, fluorescence, 4 h; higher % means a stronger effect. inhibition, % at 50 µM, or IC50 in µM where a hit was titrated. actives 0.33% (n = 310,000); in the data active means a potency from the dose series; inconclusive means inhibition mostly from about 25% at the one dose, without a potency; inactive means the rest, 99 in 100 with inhibition below about 19%;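 further: 0% = induced wells with vehicle and 100% = uninduced wells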
inhibitors of VEEV 10K pilot screen: also measured in inhibitors of VEEV; calls as there; inhibition, %; measured here: 10K pilot screen inhibition
The depositor's hits bear a star; i = inactive; ? = inconclusive; / = not tested or not shown.

The first 16 compounds (preview)
SMILES	inhibitors of VEEV	tuberculosis growth	M. tuberculosis HTS	influenza NS1A	PhoP GFP inhibition	others
Cc1ccc(C(=O)Nc2ccc3ccccc3n2)cc1	1.4%	71%	9%	-3%	2%
COc1cc(C=NO)nc(-c2ccccn2)c1	?	/	/	2.5µM*	/
COc1ccc(C(=O)NCCc2nnc(SCC(=O)Nc3ccccc3)n2C)cc1	0.6%	1%	-8%	-20%	14%
Cc1nn(Cc2ccc(C(=O)N3CCN(C(=O)c4ccco4)CC3)o2)c(C)c1[N+](=O)[O-]	2.2%	-2%	3%	18%	0%
O=C(ON=C1CCN(S(=O)(=O)c2ccccc2)CC1)c1ccccc1	5.4%	50%	-5%	0%	-3%
COc1cccc(OCCNCc2ccccc2)c1	0.2%	26%	1%	-3%	-4%
CC(=O)c1c(C)n(Cc2ccccc2)c2ccc(O)cc12	1.1%	13%	-2%	-18%	6%
O=C(NNS(=O)(=O)c1ccccc1)c1ccc([N+](=O)[O-])cc1	2.4%	-6%	3%	0%	-3%
O=C(NNC(=O)c1ccc(Cl)nc1)c1ccncc1	2.7%	33%	-9%	0%	/
CC(=O)O[C@H]1CC[C@]2(C)[C@H]3CC=C4[C@@H]5[C@@H](C)[C@H](C)CC[C@]5(C(=O)O)CC[C@@]4(C)[C@]3(C)CC[C@H]2C1(C)C	/	53%	1%	/	4%
COc1ccc2c(c1)C=C([C@@H]1C[C@H]3CN(c4ccccc4)C(=O)[C@]34CCCN14)CO2	6.3%	7%	-9%	7%	-1%
CCNc1nc(ON=C(C)C)nc(N(C)C)n1	1.1%	4%	3%	-6%	9%
COc1ccc(-c2nc3ccccc3c(=O)n2O)cc1	0.4%	53%	47%	-8%	4%
CCOc1ccc(S(=O)(=O)N2CCC(C(=O)NCC3CCCO3)CC2)cc1 (centres undefined)	1.4%	-11%	-19%	-3%	-8%
C=CCNC(=O)/C(C#N)=C/c1cc(Br)ccc1OC	1.2%	36%	7%	-21%	11%
O=C(CCC(=O)NC1CCCCC1)N/N=C/c1ccncc1	4.6%	2%	7%	-23%	-17%

All compounds of this part, repeating the preview:
SMILES	inhibitors of VEEV	tuberculosis growth	M. tuberculosis HTS	influenza NS1A	PhoP GFP inhibition	others
Cc1ccc(C(=O)Nc2ccc3ccccc3n2)cc1	1.4%	71%	9%	-3%	2%
COc1cc(C=NO)nc(-c2ccccn2)c1	?	/	/	2.5µM*	/
COc1ccc(C(=O)NCCc2nnc(SCC(=O)Nc3ccccc3)n2C)cc1	0.6%	1%	-8%	-20%	14%
Cc1nn(Cc2ccc(C(=O)N3CCN(C(=O)c4ccco4)CC3)o2)c(C)c1[N+](=O)[O-]	2.2%	-2%	3%	18%	0%
O=C(ON=C1CCN(S(=O)(=O)c2ccccc2)CC1)c1ccccc1	5.4%	50%	-5%	0%	-3%
COc1cccc(OCCNCc2ccccc2)c1	0.2%	26%	1%	-3%	-4%
CC(=O)c1c(C)n(Cc2ccccc2)c2ccc(O)cc12	1.1%	13%	-2%	-18%	6%
O=C(NNS(=O)(=O)c1ccccc1)c1ccc([N+](=O)[O-])cc1	2.4%	-6%	3%	0%	-3%
O=C(NNC(=O)c1ccc(Cl)nc1)c1ccncc1	2.7%	33%	-9%	0%	/
CC(=O)O[C@H]1CC[C@]2(C)[C@H]3CC=C4[C@@H]5[C@@H](C)[C@H](C)CC[C@]5(C(=O)O)CC[C@@]4(C)[C@]3(C)CC[C@H]2C1(C)C	/	53%	1%	/	4%
COc1ccc2c(c1)C=C([C@@H]1C[C@H]3CN(c4ccccc4)C(=O)[C@]34CCCN14)CO2	6.3%	7%	-9%	7%	-1%
CCNc1nc(ON=C(C)C)nc(N(C)C)n1	1.1%	4%	3%	-6%	9%
COc1ccc(-c2nc3ccccc3c(=O)n2O)cc1	0.4%	53%	47%	-8%	4%
CCOc1ccc(S(=O)(=O)N2CCC(C(=O)NCC3CCCO3)CC2)cc1 (centres undefined)	1.4%	-11%	-19%	-3%	-8%
C=CCNC(=O)/C(C#N)=C/c1cc(Br)ccc1OC	1.2%	36%	7%	-21%	11%
O=C(CCC(=O)NC1CCCCC1)N/N=C/c1ccncc1	4.6%	2%	7%	-23%	-17%
COc1ccc(N(CC(=O)NC2CCS(=O)(=O)C2)S(=O)(=O)c2cc(C)ccc2C)cc1 (centres undefined)	1.9%	23%	7%	0%	/
O=C(CCSc1nnnn1-c1ccccc1)N1CCOCC1	i	-10%	-3%	6%	-15%
O=[n+]1cc(-c2cc3ccccc3o2)n([O-])c2c1CCCC2	6.7%	-3%	-5%	-11%	-2%
NC(=O)C1CCN(C(=O)CNC(=O)c2ccc(F)cc2)CC1	0.3%	-8%	-2%	-11%	/
COc1ccccc1NC(=O)CCC(=O)N(Cc1ccc(OC)c(OC)c1)c1nccs1	0.1%	3%	0%	-10%	9%
Cc1ccc(NC(=O)/C(=C\c2ccco2)NC(=O)c2ccco2)cc1	0.3%	1%	5%	4%	8%
NC12CC3CC(C1)CC(CC(=O)O)(C3)C2	1.5%	7%	2%	3%	8%
O=C(CC1Oc2ccccc2NC1=O)NCCCN1CCN(C2CCCCC2)CC1 (centres undefined)	0.8%	/	-5%	8%	-6%
Cc1ccc(C2CC2C(=O)NNC(=S)Nc2ccc(Cl)cc2)cc1 (centres undefined)	i	78%	-10%	17%	-2%
SMILES	inhibitors of VEEV	tuberculosis growth	M. tuberculosis HTS	influenza NS1A	PhoP GFP inhibition	others
CC(Nc1nc(-c2ccc(Cl)cc2)cs1)c1nc2cc(Cl)c(N3CCCCC3)cc2n1CCOCCO (centres undefined)	4.0%	50%	?	6%	-2%
CCCCNC(=S)N1CCC(Cc2ccccc2)CC1	2.4%	?	3%	-2%	-4%
O=C(NNC(=O)c1ccccc1O)c1ccc(-c2ccc([N+](=O)[O-])cc2)o1	1.1%	/	21%	-10%	8%
CN(C(=O)CCc1nc(-c2ccccc2F)no1)c1ccccc1	i	3%	10%	2%	5%
CC(=O)N1CCc2cc(S(=O)(=O)CCC(=O)Nc3cccc(F)c3)ccc21	1.4%	/	-8%	5%	-2%
CCOC(=O)CC(NC(=O)c1ccco1)c1ccccc1Cl (centres undefined)	2.5%	5%	1%	22%	0%
COc1cc(NC(=S)N2CCCC(C)C2)cc(OC)c1OC (centres undefined)	1.4%	-11%	3%	-6%	-4%	inhibitors of VEEV 10K pilot screen=0.2
CCCCn1c(=O)c(C(=O)Nc2ncccc2C)c(O)c2ccccc21	?	3.8µM*	10µM*	-10%	-5%
CCOC(=O)c1cnc(C(C)(C)C)[nH]c1=O	1.2%	-2%	-6%	-3%	1%
CC1(C)CC(=O)C=C(N2CCNCC2)C1	i	1%	2%	0%	-4%
CCCN=C1N(CC)C[C@@H]2[C@@H]3C(=O)N(C)C(=O)[C@@H]3[C@](CC)(C(=O)OC)N12	i	/	/	1%	/
COC(=O)c1ccccc1NC(=O)CSc1nnc(-c2cccc(NC(C)=O)c2)n1C	1.1%	-10%	-1%	-3%	-4%
CCCCSCCCNC(=O)Nc1cccc(OC)c1	2.4%	-8%	-6%	5%	-13%
CCN1C(=O)CC(NC2CCN(C(=O)c3ccc(F)cc3)CC2)C1=O (centres undefined)	1.5%	-2%	3%	-5%	3%
Cc1ccc2nc(Cl)c(CN(Cc3cccs3)C(=O)C3CC3)cc2c1	4.3%	-8%	-8%	0%	-12%
N#Cc1c2n(c3c(=O)[nH]cnc13)CCCC2	2.0%	1%	-8%	23%	-8%
CCc1cccc(C)c1NC(=O)COC(=O)C1CC(=O)N(CCc2ccc(OC)c(OC)c2)C1 (centres undefined)	2.0%	/	/	-10%	/
CCCCn1c(N)c(N(CCOC)C(=O)CN2C(=O)NC3(CC(C)CC(C)(C)C3)C2=O)c(=O)[nH]c1=O (centres undefined)	0.6%	/	/	5%	/
C/C=C/c1ccc(OCCn2nnc3ccccc32)c(OC)c1	4.1%	36%	?	-20%	5%
O=C(O)c1ccc2nc(C(F)(F)F)[nH]c2c1	i	4%	8%	-15%	0%
Cn1nnnc1SCC(=O)Nc1ccccc1-c1ccccc1	i	-4%	42%	-24%	26%
CCc1cc2cc(OC)ccc2nc1SCC(=O)Nc1cc(OC)c(OC)cc1C(=O)O	4.0%	21%	5%	-8%	5%
C/C(=N\NC(=O)C1CC1(C)c1ccccc1)c1ccco1 (centres undefined)	i	-6%	10%	35%	-3%
CCCCCCCNC(=O)CC(NS(=O)(=O)c1ccc(NC(C)=O)cc1)C(C)C (centres undefined)	0.6%	69%	-1%	17%	-5%
CC(C)c1nc2ccc(Br)cn2c1NC1CCCC1	i	24%	-4%	-5%	-1%
SMILES	inhibitors of VEEV	tuberculosis growth	M. tuberculosis HTS	influenza NS1A	PhoP GFP inhibition	others
CC1CCN(CCC(=O)Nc2nccs2)CC1	i	-3%	2%	-18%	0%
O=C1CCCN2N=C(SCC(=O)N3CCCCC3)SC2=N1	i	12%	2%	10%	-2%
COc1ccc(CCNC(=O)c2ccc(CS(=O)(=O)Cc3cccc(C)c3)o2)cc1OC	2.2%	7%	0%	2%	4%
Nc1cc2c(cc1Cl)-c1ccccc1C2=NO	4.6%	/	/	7%	/
C/C=C(/C)C(=O)O[C@@H]1c2c(ccc3ccc(=O)oc23)O[C@@H]1C(C)(C)OC(C)=O	5.1%	1%	4%	4%	5%
Cc1cc(SCC(=O)N(C)C2CCS(=O)(=O)C2)nc2c(C)cccc12 (centres undefined)	2.8%	-10%	-8%	-10%	-1%
CCCN1CCN(C(=O)Cn2nc(C)n3c(cc4c(OC)cccc43)c2=O)CC1	0.8%	/	/	-1%	/
CCOc1ccc(N(C)S(=O)(=O)c2cc(-c3cc(C)no3)ccc2OC)cc1	4.7%	30%	16%	-14%	2%
CC(=O)Nc1ccc(NC(=S)NC(=O)c2cc3ccccc3o2)cc1	0.7%	32%	-1%	-3%	5%
O=[N+]([O-])c1cccc(CN2C[C@@]34C=C[C@@H](C[C@@H]3S2(=O)=O)O4)c1	0.1%	-3%	6%	-11%	-1%
CCN(C[C@H]1N[C@@](CC)(C(=O)OC)[C@H]2C(=O)N(C)C(=O)[C@@H]12)C(=O)c1ccccc1	i	-5%	5%	22%	/
Cc1nc2ccc(S(=O)(=O)NCC(=O)N3CCC(C)CC3)cc2s1	i	10%	-2%	-2%	-2%
Cc1onc(-c2c(Cl)cccc2Cl)c1C(=O)NC(=S)N1CCOCC1	1.3%	3%	10%	-2%	9%
Cc1nn(CC(=O)N2CCCC2)c(=O)c2cc3cc(F)ccc3n12	1.9%	0%	4%	-4%	9%
CCN(CC(=O)Nc1ccc(NC(C)=O)cc1)C(=O)/C=C/c1cn(-c2ccccc2)nc1-c1ccc(C)cc1	5.7%	14%	?	0%	-8%
O=C(COC(=O)/C=C/c1ccco1)Nc1ccccc1	0.7%	70%	18%	-2%	7%
C=CCN(c1ccccc1)S(=O)(=O)c1cccc(C(=O)NCc2ccco2)c1	i	12%	-3%	-5%	/
Cc1cc(C(=O)CN2C(=O)C(=O)N(C3CCCC3)C2=O)c(C)n1-c1ccc(F)cc1	1.4%	32%	-3%	6%	-2%
Cc1ccc2c(CN(C)Cc3ccc(OC(F)F)cc3)cc(=O)oc2c1C	i	48%	1%	-14%	3%
Cc1ccc(C2(c3ccc(C)cc3)CC2C(=O)NCc2cccnc2)cc1 (centres undefined)	4.0%	26%	2%	8%	-1%
O=C(N/N=C1\CCCc2ccccc21)c1ccc([N+](=O)[O-])cc1Cl	5.8%	-4%	-1%	-9%	-2%
COc1ccccc1C(=O)C1CCCN(C(=O)c2cccc(Cn3cccn3)c2)C1 (centres undefined)	1.3%	-8%	-4%	-4%	-8%
CS(=O)(=O)NCCNc1ccc(Cl)cc1[N+](=O)[O-]	i	12%	7%	-9%	-2%
O=c1c(Br)c(N2CCCCC2)cnn1-c1ccccc1	1.0%	2%	-2%	10%	4%
CN(C)c1ccc(C2CC(=O)NC3=C2C(=O)CC(C)(C)C3)cc1 (centres undefined)	0.6%	-1%	13%	1%	4%
Cc1ccnc2nc(C(=O)OCC(=O)N(Cc3ccccc3)C(C)(C)C)nn12	0.9%	-7%	8%	2%	/
Cn1c(=O)c([N+](=O)[O-])c(NCc2ccc3c(c2)OCO3)c2ccccc21	6.6%	2%	1%	/	0%
COc1ccc(C(=N/O)/C(=N/O)c2ccc(OC)cc2)cc1	2.6%	-3%	4%	0%	1%
COc1cccc(CNC(=O)C2CCCN(S(C)(=O)=O)C2)c1 (centres undefined)	0.4%	-6%	-3%	-11%	-6%

Compound activity: PubChem BioAssay, Southern Research Specialized Biocontainment Screening Center
